Screens (PubChem)
CRFR2-BP ag: agonists of human CRF-binding protein/CRF-R2 receptor complex; actives 0.46% (n = 350,000); HEK293 CRF-R2/CRF-BP, calcium dye fluorescence (FLIPR); percent of saturating CRF peptide response; activation, % at 13.2 µM;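 active means activation of at least 50%, plus an integration ratio under a set limit after plate pattern correction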;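 further: plate controls were neutral control wells without compound for no effect and CRF at EC100 for full effect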
CHRM5 PAM: CHRM5 positive allosteric modulation; P08912; CHO-K1 hM5, Fluo-8 calcium, ACh EC20 PAM; 0% = ACh EC20, 100% = ACh EC100; activation, % at 3 µM; actives 0.3% (n = 360,000); AID 624038;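 active means activation above the run cutoff, the mean activation of all test compounds plus 3 SD, cut at about 18% in these data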
Target sequence (P08912 whole entry, looked up): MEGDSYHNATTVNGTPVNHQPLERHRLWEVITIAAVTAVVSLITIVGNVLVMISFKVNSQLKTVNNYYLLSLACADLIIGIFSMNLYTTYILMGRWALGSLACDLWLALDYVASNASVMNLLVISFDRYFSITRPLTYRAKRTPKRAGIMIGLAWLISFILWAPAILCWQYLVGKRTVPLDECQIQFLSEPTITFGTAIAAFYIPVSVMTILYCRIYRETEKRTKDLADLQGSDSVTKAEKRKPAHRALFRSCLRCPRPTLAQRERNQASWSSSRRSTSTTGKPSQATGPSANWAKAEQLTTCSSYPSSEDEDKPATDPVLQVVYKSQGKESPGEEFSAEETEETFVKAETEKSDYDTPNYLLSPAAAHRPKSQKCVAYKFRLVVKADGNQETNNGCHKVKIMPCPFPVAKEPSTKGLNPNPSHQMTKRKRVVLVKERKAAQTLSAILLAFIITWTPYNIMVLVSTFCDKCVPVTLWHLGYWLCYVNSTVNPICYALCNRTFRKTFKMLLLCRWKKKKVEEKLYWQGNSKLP
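Measured by: Fluo-8 calcium fluorescence; material: human M5 receptor in CHO-K1 cells; schedule: Post-acetylcholine fluorescence recording 140 s; benchmarks: low control EC20 acetylcholine (0%), high control EC100 acetylcholine (100%); read-out: Max/basal fluorescence ratio as % of EC20–EC100 ACh window; compound: single dose, 3 µM nominal final test concentration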
CHO-K1 Ca PAM: counter-screen for M1 PAMs: effect in parental CHO-K1 cells | ATP EC20, Fluo-8 calcium fluorescence; 0% at ATP EC20, 100% at ATP max | actives 0.02% (n = 360,000) | activation, % at 3 µM;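 active means activation above the run cutoff, the mean activation of all test compounds plus 3 SD, cut at about 40% in these data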;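 further: peak over basal fluorescence ratio in a 140 s read after ATP addition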
TAAR1 antag: human TAAR1 antagonism | actives 1.5% (n = 360,000) | Q96RJ0 | CHO RD-HGA16 TAAR1, Fluo-8 calcium fluorescence, antagonist | inhibition, % at 3 µM;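 active means inhibition above a per-plate cutoff, the mean inhibition of test compounds on that plate plus 3 SD, cut at about 49% in these data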;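 further: 0% = DMSO plus EC80 beta-PEA response and 100% = DMSO alone without agonist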
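Test system – hTAAR1-expressing CHO RD-HGA16 cells, Gα16-coupled · Reagent – β-PEA at EC80 concentration, post-compound challenge · Compound dosing – 3 µM, single point · Timing – 140 s kinetic read after compound, 140 s after agonist · Detection – Fluo-8 intracellular calcium dye fluorescence, real-time kinetic reads · Control set – DMSO and EC80 PEA controls · Repeats – n of 1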
TAAR1 agonist: human TAAR1 agonism | Q96RJ0 | CHO RD-HGA16 TAAR1, Fluo-8 calcium fluorescence; vehicle wells 0%, saturating PEA agonist 100% | activation, % at 3 µM | actives 0.99% (n = 360,000) | AID 624467;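 active means activation above the mean activation of all test compounds in the run plus 3 SD, cut at about 38% in these data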
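System: CHO-derived RD-HGA16 cells with stable Gα16 and human TAAR1 / Times: 17-24 h plating, Fluo-8 75 min 37 °C, 30 min RT / Technique: calcium-sensitive Fluo-8 signal, excitation 470-495, emission 515-575 nm / Measure: % activation relative to PEA EC100 response / Benchmarks: DMSO and PEA EC100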
CRFBP-R2 block: blocks CRF-induced signaling of the CRF-BP/CRF-R2 complex; inhibition, % at 11.8 µM; actives 0.59% (n = 350,000); HEK293 CRF-R2/CRF-BP, CRF-induced calcium fluorescence;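 active means inhibition of the ligand-induced calcium signal above about 50% at the single tested concentration, limit read from the data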
M4 PAM: potentiates acetylcholine response at human M4 receptor. P08173. CHO-K1 hM4/Gqi5, Fluo-8 calcium fluorescence, ACh EC20; 0% = ACh EC20, 100% = maximal ACh. activation, % at 3 µM. actives 0.4% (n = 360,000);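 active means activation above its plate's cutoff, the mean activation of sample wells plus 3 SD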; further: some results filed as inactive read as strong as hits
Target sequence (P08173 whole entry, looked up): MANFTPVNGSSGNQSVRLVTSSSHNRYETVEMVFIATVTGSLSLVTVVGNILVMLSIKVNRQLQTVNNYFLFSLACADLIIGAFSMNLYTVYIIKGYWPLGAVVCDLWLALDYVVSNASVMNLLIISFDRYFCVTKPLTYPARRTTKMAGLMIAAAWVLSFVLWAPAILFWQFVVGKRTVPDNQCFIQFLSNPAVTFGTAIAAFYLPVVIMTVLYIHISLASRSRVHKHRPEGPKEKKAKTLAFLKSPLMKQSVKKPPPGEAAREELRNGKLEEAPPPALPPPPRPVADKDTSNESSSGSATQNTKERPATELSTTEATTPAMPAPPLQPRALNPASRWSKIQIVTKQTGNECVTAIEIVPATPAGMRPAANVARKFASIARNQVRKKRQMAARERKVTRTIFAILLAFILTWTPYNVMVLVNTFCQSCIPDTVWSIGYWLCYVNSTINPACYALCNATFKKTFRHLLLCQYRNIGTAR
CHRM5 antagonist: antagonists of human muscarinic M5 receptor (CHRM5); P08912; CHO-hM5 cells, Fluo-8 calcium fluorescence, ACh EC80; inhibition, % at 3 µM; actives 0.59% (n = 360,000); AID 624040;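 active means inhibition above a per-plate cutoff, the mean of that plate's test compounds plus 3 SD, cut at about 27% in these data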;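 further: 0% = acetylcholine EC80 with DMSO and 100% = DMSO without agonist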
CHRM5 agonist: CHRM5 agonism in calcium assay | CHO-K1 hM5 cells, Fluo-8 calcium fluorescence; 0% DMSO wells, 100% maximal acetylcholine response | activation, % at 3 µM | actives 0.19% (n = 360,000);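 active means activation above the run's mean over test compounds plus 3 SD, cut at about 23% in these data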;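 further: signal is peak over basal fluorescence ratio across the kinetic read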
Active calls of the source: *; nt = not tested or not shown. The order is random, and some 4.2% of all compounds hit somewhere here.

SMILES	CRFR2-BP ag	CHRM5 PAM	CHO-K1 Ca PAM	TAAR1 antag	TAAR1 agonist	CRFBP-R2 block	M4 PAM	CHRM5 antagonist	CHRM5 agonist
O=C(c1cccc(S(=O)(=O)NCc2ccccc2)c1)N1CCCC1	-0.3	4	11	21	2	2	-5	4	3
COc1ccc(-c2cc(C(=O)Nc3cccnc3Cl)no2)cc1OC	2.8	-5	2	-15	2	11	-1	12	-1
CNS(=O)(=O)c1cccc(C(=O)NCC2CCCCC2)c1	1.4	-5	3	-17	3	-4	-1	7	-1
Cc1ccc2c(c1)C(c1ccccc1)N(C(=O)c1ccc(F)cc1)CC(=O)N2 (stereo not given)	-0.1	-4	-4	-14	7	-19	-5	-4	1
COc1ccc(C(=O)c2c3ccc([N+](=O)[O-])cc3[n+]([O-])n2CCCC(N)=O)cc1	0.7	-2	-14	1	8	7	7	3	-3
C/C=C(\C)C(=O)OC1[C@H](OC(C)=O)C2(CO)C(CC1(C)C)C1=CCC3C4(C)CCC(O[C@@H]5O[C@H](C(=O)O)[C@@H](O[C@@H]6O[C@H](CO)[C@@H](O)[C@H](O)[C@H]6O)[C@H](O)[C@H]5O[C@H]5O[C@H](CO)[C@@H](O)[C@H](O)[C@H]5O)[C@](C)(CO)C4CCC3(C)[C@]1(C)C[C@H]2O (stereo not given in full)	159*	-26	-19	nt	nt	-65	-19	82*	92*
COc1ccc(N2CC(C(=O)Nc3nnc(SCC(=O)Nc4ccc(NC(C)=O)cc4)s3)CC2=O)cc1 (stereo not given)	0.3	-3	11	-37	0	8	5	10	0
COc1ccccc1CC(=O)Nc1ccc(O)cc1C(=O)O	-0.2	1	-19	-14	2	-11	-2	5	-3
CCOC(=O)C1CCCN(C(=O)c2ccc3sccc3c2)CC1 (stereo not given)	nt	-6	13	-9	0	nt	4	5	-2
COC(=O)[C@@H](N)Cc1ccc(O)c(O)c1	4.2	-4	19	6	0	32	7	-2	0
O=S(=O)(c1ccc(Cl)cc1)c1cc(O)ccc1O	-0.9	3	14	-13	12	-5	-4	-11	3
O=C(CN1C(=O)NC2(CCCC2)C1=O)Nc1ccc(Cl)c(C(F)(F)F)c1	0.8	-1	1	13	32	-27	-3	18	2
CCOC(=O)N1CCN(c2cc(C)nc3nc(C)nn23)CC1	-1.8	0	22	-23	1	19	1	1	2
CC1(C(=O)NS(=O)(=O)C2CC2)CCN(C(=O)c2cccc(OC(F)(F)F)c2)C1 (stereo not given)	nt	-4	-9	-2	1	nt	-1	11	0
COCCN(C(=O)CSc1nnc(-c2ccc(Cl)cc2)o1)c1c(N)n(CC(C)C)c(=O)[nH]c1=O	-1.2	4	6	-18	1	-1	1	0	-5
COC(=O)c1ccccc1NC(=O)C1CCN(C(=O)N2CCOc3ccccc32)CC1	-2.8	-9	-2	21	5	-14	-2	5	3
O=C(Cn1nc(C(=O)O)c2ccccc2c1=O)Nc1cccc(S(=O)(=O)N2CCOCC2)c1	-0.4	-3	26	-23	2	4	-4	8	1
COc1ccc(Nc2ccc(S(=O)(=O)N3CCCCCC3)cc2[N+](=O)[O-])cc1	-0.1	-6	10	20	0	22	-13	0	-2
CC1=CC(C)(C)NC(=S)N1NC(=O)c1ccccc1Cl	-2.6	-2	11	-12	3	28	-21	8	-1
COc1ccc2c(c1OC)C(=O)N(c1cccc(NC(C)=O)c1)C2	45	-1	-13	-13	2	-30	1	-2	-4
COc1cc(/C=C2/C(=O)NN(c3cccc(F)c3)C2=O)ccc1OC(=O)c1ccco1	14	-4	9	-14	10	-103	4	3	-2
CCCCn1c(N)c(N(CC(C)C)C(=O)c2cccc(OCc3ccccc3)c2)c(=O)[nH]c1=O	2.2	-3	17	8	0	-8	5	0	-1
COc1ccc(CN(C(=O)CN2C(=O)C(C)Oc3ccccc32)C2CCCC2)c(OC)c1 (stereo not given)	-0.7	-1	15	nt	nt	-15	0	-5	0
COc1ccc(S(=O)(=O)N(CC(=O)NCc2ccco2)c2ccc(F)cc2)cc1	-0.4	-9	-2	57*	11	-5	-13	19	4
O=C(COC(=O)c1cc(=O)[nH]c2ccccc12)Nc1nc(-c2ccc(F)cc2)cs1	-0.2	-3	12	36	1	-3	12	4	2

Not a retest: 2 of the compounds above.
SMILES	CRFR2-BP ag	CHRM5 PAM	CHO-K1 Ca PAM	TAAR1 antag	TAAR1 agonist	CRFBP-R2 block	M4 PAM	CHRM5 antagonist	CHRM5 agonist
O=C(c1cccc(S(=O)(=O)NCc2ccccc2)c1)N1CCCC1	-0.3	4	11	21	2	2	-5	4	3
COc1ccc(-c2cc(C(=O)Nc3cccnc3Cl)no2)cc1OC	2.8	-5	2	-15	2	11	-1	12	-1

Continuation:
SMILES	CRFR2-BP ag	CHRM5 PAM	CHO-K1 Ca PAM	TAAR1 antag	TAAR1 agonist	CRFBP-R2 block	M4 PAM	CHRM5 antagonist	CHRM5 agonist
CCOc1ccc(CNC(=S)N/N=C/c2ccncc2)cc1	2.3	7	-2	7	2	1	5	-6	-4
CCc1cccc(CC)c1C(OC(C)=O)c1cccnc1 (stereo not given)	-2.0	-11	-15	-50	2	18	-14	14	-15
CN(C)CC(NC(=O)c1cccc(S(=O)(=O)Nc2ccc3c(c2)OCO3)c1)c1ccccc1 (stereo not given)	0.4	-6	-1	4	19	-27	4	13	-1
CC(=O)Nc1ccc(S(=O)(=O)N2CCN(CC(O)COc3ccc4ccccc4c3)CC2)cc1 (stereo not given)	1.6	-23	-9	39	30	-17	-8	15	9
CC(=O)Nc1ccc(NC(=O)CSc2nnc(C3CC3)n2C)cc1	4.7	8	10	-2	5	3	-1	-2	-5
COc1ccc(N(CC(=O)NCCSc2ccccn2)S(C)(=O)=O)cc1Cl	-1.0	6	7	-18	32	-3	4	1	-2
CC(=O)Nc1ccc(S(=O)(=O)N(Cc2cc3ccc(C)cc3[nH]c2=O)CC2CCCO2)cc1 (stereo not given)	0.0	-7	-3	-16	1	1	-4	9	-4
CCc1nc2scc(-c3cccs3)c2c(=O)o1	3.6	-5	22	2	2	-16	7	2	-2
Cc1ccc(-c2nc3ccccc3nc2-c2ccccc2)cc1	3.4	0	7	13	0	-7	-8	-4	-1
CC(=O)N1CCN(c2cc(N3CCCC3)c(F)cc2[N+](=O)[O-])CC1	-3.0	4	8	-10	1	-23	0	9	-1
Cc1nn2c(=O)cc(COC(=O)c3ccc(S(=O)(=O)N4CCCCC4)cc3)nc2s1	1.5	-8	14	-3	1	-1	-4	7	-2
O=C(CO)N/N=C/c1cccc(Cl)c1Cl	-0.7	4	12	-1	5	-7	1	-6	0
C=CCNc1ncnc2ccccc12	-1.5	2	13	-4	6	8	1	0	2
O=C(O)C(F)=C1c2ccccc2-c2ccccc21	2.2	9	-3	-5	0	-19	1	6	-1
CN1C[C@@H]2[C@@H]3C(=O)N(Cc4ccccc4)C(=O)[C@@H]3[C@](C)(C1=O)N2C(=O)c1ccccc1	-1.6	12	-8	7	4	0	6	0	1
CC(C)c1ccccc1NC(=O)Nc1nnc([C@@H]2C[C@H](O)[C@@H](CO)O2)s1	nt	2	-7	-10	2	nt	5	-10	0
COc1ccc(/C=C/C(=O)OCC(=O)NCCC2=CCCCC2)cc1	-3.2	-6	16	17	1	13	-4	5	0
COC(=O)c1cc(OC)c(OC)cc1NC(=O)CCNC(=O)c1ccco1	0.6	4	0	4	-4	1	-3	4	0
O=C(CN1CCN(S(=O)(=O)c2ccc(Cl)cc2)CC1)N1CCCC1	-1.7	6	20	-7	-1	14	4	-11	-3
Cc1cc(N/N=C/c2ccc(F)cc2)nc(NCc2ccccc2)n1	-1.2	4	22	18	20	32	-4	5	-4
CCN(Cc1ccccc1)C(=O)Cn1c(=O)n(CC(=O)N2CCCCC2)c(=O)c2sccc21	-1.2	-1	14	-13	2	-6	2	11	-4
CC(C)Oc1ccc(C(=O)OCC(=O)c2ccc[nH]2)cc1	0.7	-11	-12	-2	0	7	1	21	-2
Cc1cccc2c(=O)c(C(=O)NCc3ccc(F)cc3)c[nH]c12	-1.9	-1	8	-15	5	-14	1	2	2
Cc1cc(/C=N/n2cnnc2)c(C)n1-c1cccc(Cl)c1	-1.8	-1	8	-30	7	16	-8	7	-8
Cc1ccc(F)cc1NCC(=O)Nc1ccc(Cl)cc1F	-1.7	-5	6	-30	1	-13	-5	-1	-3

Individual results from the entries so far.
COc1ccc(CN(C(=O)CN2C(=O)C(C)Oc3ccccc32)C2CCCC2)c(OC)c1 (stereo not given) – CHRM5 PAM = -1
CCOC(=O)N1CCN(c2cc(C)nc3nc(C)nn23)CC1 – CRFBP-R2 block = 19
CNS(=O)(=O)c1cccc(C(=O)NCC2CCCCC2)c1 – CHO-K1 Ca PAM = 3

The results go on.
SMILES	CRFR2-BP ag	CHRM5 PAM	CHO-K1 Ca PAM	TAAR1 antag	TAAR1 agonist	CRFBP-R2 block	M4 PAM	CHRM5 antagonist	CHRM5 agonist
Cc1cc(C(=O)N2CCCC(Nc3ccc(C)c(C)c3)C2)nc(C)n1 (stereo not given)	3.9	-3	-2	3	0	-1	2	0	1
CC(C)CCNC(=O)C1CCN(C(=O)N(C)C)CC1	0.2	2	2	-12	13	-10	-2	-1	3
CC(C)CCn1c(N)c(S(=O)(=O)c2cccs2)c2nc3ccccc3nc21	-1.0	-3	7	-2	19	-17	2	7	4
COc1ccccc1N1CCN(C(=O)c2cc(S(=O)(=O)N3CCOCC3)ccc2C)CC1	-0.5	-1	7	-5	4	18	5	1	1
CCN(C(=O)COC(=O)c1ccc(O)cc1O)c1c(N)n(Cc2ccccc2)c(=O)[nH]c1=O	-0.7	14	4	11	4	1	4	-5	-4
COC(=O)c1c(C)[nH]c(C(=O)CSc2nnnn2-c2ccccc2)c1C	1.5	-4	-6	36	24	4	-3	3	-1
Cc1ccc(/C=C/C(=O)OCC(=O)NCc2ccc(Cl)cc2)o1	0.6	3	10	-5	0	6	0	-1	-2
Cc1ccc(N(CC(=O)NC2CCCC2)C(=O)Cn2nnc(-c3ccccc3F)n2)cc1	0.0	-1	-5	-1	8	-8	3	7	-3
O=C(O)c1cccc(-n2c(/C=C/c3ccc([N+](=O)[O-])cc3)nc3ccccc3c2=O)c1	-0.8	6	-16	17	0	1	4	10	2
O=C(O)c1ccc(COc2ccc3ccccc3c2)o1	-1.1	-1	23	5	7	4	14	7	0
O=C(CN(C1CCCCC1)S(=O)(=O)c1ccc(F)cc1)NC1CC1	-0.5	3	-4	-9	4	-6	-5	-5	-3
Cc1ccc(S(=O)(=O)N2CCOCC2)cc1NC(=O)CN(C)CC(=O)Nc1cccc(F)c1	-0.5	-2	9	6	3	-8	-3	4	1
COc1ccc(NC(=S)N2CCN(C(=O)C3CCCO3)CC2)cc1 (stereo not given)	-2.1	2	4	-28	1	9	6	4	-2
COc1ccc(C2CC(=O)Oc3c(C(CCN4CCN(c5ccccc5)CC4)c4ccc(N(C)C)cc4)c(OC)cc(OC)c32)cc1 (stereo not given)	3.5	0	-17	-8	8	37	3	5	-2
